Source: PubChem BioAssay (several laboratories)
GLD-1 RNA inh: GLD-1-TGE RNA interaction inhibition (C. elegans) | inhibition, % at 5.96 µM | Q17339 | 320,000 compounds, 0.44% hits | purified GLD-1 + fluorescein TGE RNA, fluorescence polarization;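 active = percent inhibition above a per-plate cutoff, the plate mean of test compounds plus 3 SD, cut at about 30% in these data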;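 also: 0% = DMSO wells with GLD-1 and probe and 100% = wells lacking GLD-1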
Target sequence (Q17339 whole entry, looked up): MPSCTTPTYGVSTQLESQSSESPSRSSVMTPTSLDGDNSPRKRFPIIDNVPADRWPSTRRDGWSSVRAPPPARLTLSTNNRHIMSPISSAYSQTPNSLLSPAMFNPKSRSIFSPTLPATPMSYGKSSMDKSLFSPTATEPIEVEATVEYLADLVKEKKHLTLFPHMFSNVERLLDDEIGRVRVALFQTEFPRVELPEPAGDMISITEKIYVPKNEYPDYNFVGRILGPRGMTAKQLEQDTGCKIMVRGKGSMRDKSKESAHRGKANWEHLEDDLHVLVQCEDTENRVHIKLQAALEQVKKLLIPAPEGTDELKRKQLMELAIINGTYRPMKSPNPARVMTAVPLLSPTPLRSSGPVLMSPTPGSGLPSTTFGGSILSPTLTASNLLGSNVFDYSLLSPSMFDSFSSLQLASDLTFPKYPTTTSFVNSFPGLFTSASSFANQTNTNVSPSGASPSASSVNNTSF
Bcl-xL primary: inhibitors of human Bcl-xL. 320,000 compounds, 0.7% hits. AID 2129. GST-Bcl-xL / FITC-Bim BH3 peptide fluorescence polarization. Q07817. inhibition, % at 10.9 µM;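 active = inhibition above the mean of all tested compounds plus 3 SD, cutoff set per campaign, cut at about 30% in these data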;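 also: 0% = DMSO wells and 100% = unlabeled Bim-BH3 peptide competitor; inhibitors lower millipolarization by displacing the labeled peptide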
Fam108B inh: Fam108B inhibition, counter-screen for RBBP9 inhibitors; 300,000 compounds, 0.33% hits; inhibition, % at 9.51 µM; recombinant Fam108B, FP-Rh probe fluorescence polarization;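 active = inhibition above the screen mean inhibition plus 3 SD, computed separately per campaign, cut at about 18% in these data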;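 also: inhibitors lower polarization as less probe binds the enzyme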
Efflux pump mplx: antifungal efflux pump inhibition, Nile Red retention | S. cerevisiae Candida pump triplex | inhibition, % at 10 µM | 330,000 compounds, 0.44% hits | AID 485275;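 active = plate passing quality check with inhibition over a set limit, or well fluorescence over plate mean plus 4 SD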;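 also: Nile Red retained in pooled yeast measured as flow cytometry median fluorescence; 0% = buffer negative control and 100% = Enniatin B positive control; higher means more Nile Red kept so more efflux inhibition; some compounds called inactive have numbers as strong as hits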
Yeast superoxide: caloric restriction mimetics inhibiting age-related superoxide in yeast. S. cerevisiae aged cells, superoxide DHE fluorescence; stronger effect = lower value. superoxide response (% of plate mean), % at 10 µM. 330,000 compounds, 0.18% hits. AID 2690;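 active = superoxide response under a set limit, about three screen SD below normal, cut at about 65% in these data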;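 also: yeast aged for seven days with compound at 30 °C before DHE staining; 100% = average MFI of all compound-treated wells on the plate with controls excluded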
ZTA counter: counter-screen for EBNA-1 inhibitors: inhibitors of Epstein-Barr virus ZTA. P03206. ZTA-DNA binding, fluorescence polarization. inhibition, % at 11 µM. 320,000 compounds, 0.15% hits. AID 2234; in the data active = inhibition above about 33%
Target sequence (P03206 whole entry, looked up): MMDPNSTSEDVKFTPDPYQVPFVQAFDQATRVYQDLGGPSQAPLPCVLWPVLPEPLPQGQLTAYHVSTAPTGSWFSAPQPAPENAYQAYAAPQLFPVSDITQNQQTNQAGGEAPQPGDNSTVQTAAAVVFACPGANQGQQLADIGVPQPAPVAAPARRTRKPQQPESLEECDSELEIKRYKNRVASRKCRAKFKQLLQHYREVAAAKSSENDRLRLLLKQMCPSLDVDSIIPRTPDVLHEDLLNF
EBNA-1 inhibitor: blocks EBNA-1 binding to DNA. EBNA-1 DNA binding, fluorescence polarization. inhibition, % at 14.8 µM. 300,000 compounds, 0.34% hits. AID 1950; in the data active = inhibition above about 28%
MCL1 BIM primary: disrupts human MCL1 binding to BIM-BH3 peptide. GST-MCL1 / FITC-Bim-BH3 fluorescence polarization. inhibition, % at 10.9 µM. 320,000 compounds, 0.68% hits. AID 2057;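 active = inhibition above the mean inhibition of all tested compounds plus 3 SD, set per campaign, cut at about 40% in these data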;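 also: 0% = DMSO wells and 100% = unlabeled Bim-BH3 peptide control; higher means more loss of mP so more displacement of Bim peptide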
Target sequence (Q07820 whole entry, looked up): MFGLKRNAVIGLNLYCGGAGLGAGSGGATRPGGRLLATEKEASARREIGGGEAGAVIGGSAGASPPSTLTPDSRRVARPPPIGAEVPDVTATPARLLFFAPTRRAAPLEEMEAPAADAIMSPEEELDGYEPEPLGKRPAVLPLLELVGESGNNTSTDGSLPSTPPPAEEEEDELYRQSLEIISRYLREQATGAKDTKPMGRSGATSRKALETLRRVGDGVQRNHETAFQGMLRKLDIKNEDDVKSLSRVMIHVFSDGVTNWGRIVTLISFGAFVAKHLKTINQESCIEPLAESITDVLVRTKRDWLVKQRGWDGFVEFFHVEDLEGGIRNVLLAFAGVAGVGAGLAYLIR
MEX-5 binding: C. elegans MEX-5 TCR-2 RNA binding activity; 300,000 compounds, 0.38% hits; Q9XUB2; MEX-5/FITC-TCR2 RNA binding, fluorescence polarization; stronger effect = lower value; activity score (negative = inhibition of binding), % at 10 µM;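 active = inhibition past about -25% in most replicates, and total fluorescence under double the plate's negative control median, limit read from the data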;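 also: 0% = DMSO and -100% = 5 µM competing unlabeled TCR2 RNA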
Starred values were filed as active, the others as inactive; / = not tested or not shown.

SMILES	GLD-1 RNA inh	Bcl-xL primary	Fam108B inh	Efflux pump mplx	Yeast superoxide	ZTA counter	EBNA-1 inhibitor	MCL1 BIM primary	MEX-5 binding
CCOC(=O)N1CCC(Nc2c(NCCCN3CCN(CC)CC3)c(=O)c2=O)CC1	-2.9	4.8	0.4	-0.1	93.9	16.3	10.4	7.2	-2.4
CSCCC(NC(C)=O)C(=O)OCC(=O)N(c1ccccc1)c1ccccc1 (configuration not stated)	-1.9	-2.1	-3.4	0.3	95.8	11.1	-9.5	-0.8	0.0
O=C(O)C(Cc1c[nH]c2ccccc12)N1C(=O)C2C3c4ccccc4C(c4ccccc43)[C@@H]2C1=O (some centres not stated)	10.7	-2.7	-0.5	-0.1	117.0	8.4	-6.9	-12.2	-1.7
Cc1sc2nc3c4ccccc4c(NCc4ccco4)nn3c(=O)c2c1C	7.5	21.0	-0.8	0.1	106.4	7.7	-3.4	36.5	/
CCOC(=O)C1=NN(c2ccccc2)C2=NC(C)=C(C(=O)OC)C(c3cccs3)N12 (configuration not stated)	3.9	1.0	-1.3	-0.1	100.8	4.9	10.7	4.9	0.6
COC(=O)C1=C(C)NC(=S)NC1c1sccc1C (configuration not stated)	5.3	1.4	-3.0	-0.1	93.9	7.5	-0.9	-1.7	2.3
Cc1ccnc(Nc2nc(-c3ccc(O)c(O)c3)cs2)c1	14.9	29.1	7.3	0.0	95.3	-18.1	-1.0	41.8*	-0.9
Cc1nn(CC(=O)NCc2cccnc2)c(C)c1[N+](=O)[O-]	-0.1	3.0	2.5	0.0	95.8	4.9	-14.9	-3.2	-0.6
CC(NCc1cc(Br)ccc1OCC(N)=O)C12CC3CC(CC(C3)C1)C2 (configuration not stated)	-2.1	5.0	2.9	-0.2	97.6	13.3	1.6	8.8	1.0
CCC(=O)c1ccc(OCc2ccc(C(=O)OC)cc2)cc1	4.5	2.0	0.5	0.0	101.6	5.5	-2.8	7.5	1.3
CCOc1ccc(N(Cc2cc3ccc(C)cc3[nH]c2=O)C(=O)COC)cc1	5.5	6.6	-4.7	0.1	105.2	-9.8	-11.1	0.3	2.0
CCS(=O)(=O)N1CCC(C(=O)Nc2ccc3c(c2)CCC3)CC1	1.2	4.0	0.7	-0.5	96.6	6.9	2.6	3.4	1.0
O=C(Oc1ccccc1)N1CCCC1	5.1	-1.8	-2.0	-0.1	76.0	11.1	-6.8	-0.7	0.9
O=C(Nc1ccccc1Cl)c1cnccn1	2.9	6.1	4.7	0.0	89.7	-3.5	-0.4	9.8	-3.3
O=C(O)c1ccc(S(=O)(=O)N2CCCC2)cc1	3.3	4.7	2.8	-0.2	103.4	10.2	-4.7	9.2	0.8
Cc1ccc(SCC(=O)Nc2oc(C)c3c(C)n[nH]c(=O)c23)cc1C	5.8	2.2	/	-0.1	126.1	12.9	/	1.9	/
CCCCc1nc(NCCO)c(C#N)c2c1CCCC2	-8.0	-12.7	-1.2	0.1	98.7	-14.3	-15.5	-15.9	-2.0
CC(=O)Nc1ccc(NC(=O)CSc2ccc(C)cc2)cc1	-3.8	-1.1	-2.1	0.0	100.2	9.0	4.0	2.0	1.8
CCOC(=O)C1C(c2ccccc2)N(C)OC1(O)C(F)(F)F (configuration not stated)	-1.2	3.8	-2.9	0.0	97.1	-3.7	4.5	-6.2	0.3
CC(=O)N1N=C(c2ccccc2O)OC1(C)CC(=O)Nc1ccccc1 (configuration not stated)	2.4	1.3	-3.8	0.6	109.9	6.7	-8.3	1.9	0.5
COC(=O)C1CN(C(=O)C(C)Oc2ccc(C(C)C)cc2)c2ccccc2O1 (configuration not stated)	2.6	7.8	-2.2	0.1	116.0	1.6	-0.8	2.6	-0.1
O=[N+]([O-])c1ccc(NC(=S)N2CCN(c3ccccn3)CC2)cc1	3.5	3.7	1.6	0.3	110.8	-0.5	-0.5	14.3	1.7
COc1ccc(S(=O)(=O)N2Cc3ccccc3CC2C(=O)N2CCOCC2)cc1 (configuration not stated)	-2.3	3.5	0.3	-0.1	87.5	-5.9	8.1	3.9	-0.5
COc1ccc2nc(SCC(=O)Nc3ccc4[nH]c(=O)[nH]c4c3)[nH]c2c1	-3.9	-1.8	/	-0.2	139.7	0.1	/	-3.0	/
O=C(COC(=O)c1ccccc1OC(F)F)Nc1ccc(N2CCCCC2)cc1	3.5	1.0	/	0.2	133.4	-8.7	/	-1.8	/
Nc1n[nH]c(-c2ccc([N+](=O)[O-])cc2[N+](=O)[O-])n1	1.6	8.3	0.6	0.0	140.2	0.5	-1.0	12.4	-5.6
CC(OC(=O)CCc1nc2ccccc2c(=O)[nH]1)C(=O)c1ccc(C(C)(C)C)cc1 (configuration not stated)	5.7	-3.3	-0.3	0.0	95.9	0.5	-6.8	-10.6	0.3
COC(=O)c1ccccc1N1C(=O)[C@@H]2C(c3ccc(F)cc3)=NO[C@@H]2C1=O	-0.1	1.7	0.7	-0.1	77.3	3.6	9.2	2.8	1.7
O=C(CCc1ccncc1)NC1CCCc2c1cnn2-c1cc(F)cc(F)c1 (configuration not stated)	-4.7	0.9	1.0	0.1	107.9	2.5	-5.9	4.0	-1.2
Cn1cccc1C(=O)NC1CCCCCC1	4.2	-0.1	/	-0.1	89.1	-9.2	/	-0.6	/
CCc1ccc[n+](-c2[nH]c(=O)sc2/C=N/N=C(\[O-])c2ccncc2)c1	5.1	1.8	-1.5	0.3	88.7	-7.7	0.4	0.9	-3.2
CCOC(=O)c1c(C)nn(-c2ccc(NC(=O)c3cccs3)cc2)c1C	4.5	-1.9	-9.2	0.2	85.7	-6.4	-3.7	5.6	-0.2
Cc1sc2nc(SC(C)C)nc(N)c2c1C	3.1	3.3	-0.7	0.0	93.2	5.5	2.7	5.3	-0.7
CC1CC(C)CN(S(=O)(=O)c2cc3c4c(c2)CCN4C(=O)CC3)C1 (configuration not stated)	3.5	-0.8	2.9	0.0	96.0	-7.7	0.3	0.0	-0.3
CC(=O)c1ccc2c(c1)Cc1cc(C(C)=O)ccc1-2	-2.6	5.0	6.1	0.0	98.9	18.2	-0.6	0.2	1.3
N#Cc1c(SCC(N)=O)nsc1SCc1ccc(Cl)cc1	1.3	2.9	2.2	0.0	114.5	4.2	8.2	3.5	1.7
COc1cccc(NC(=O)c2ccc3snnc3c2)c1	2.8	7.2	0.8	-0.1	100.0	-12.2	6.0	8.7	-2.1
Cc1ccc(NC(=O)NCc2cccnc2)cc1C	1.1	0.9	-0.9	0.1	96.7	9.0	11.4	1.6	2.1
CN(C)CCCOC(=O)c1ccc(Br)cc1	-12.4	1.9	0.0	0.0	112.4	-6.7	0.5	0.1	-0.2
CCOC(=O)/C(C#N)=C/c1cn(CCC(=O)O)nc1-c1ccc(Br)cc1	4.7	5.2	-2.6	0.1	124.5	13.2	-7.7	-2.8	0.4

An excerpt from above, reduced to Yeast superoxide:
molecule	Yeast superoxide
CN(C)CCCOC(=O)c1ccc(Br)cc1	112.4
CCOC(=O)c1c(C)nn(-c2ccc(NC(=O)c3cccs3)cc2)c1C	85.7

Continued.
SMILES	GLD-1 RNA inh	Bcl-xL primary	Fam108B inh	Efflux pump mplx	Yeast superoxide	ZTA counter	EBNA-1 inhibitor	MCL1 BIM primary	MEX-5 binding
COc1nc(OC)nc(N2CCC(C(=O)Nc3cccc4ccccc34)CC2)n1	-3.3	2.3	-3.5	0.7	83.3	4.0	2.6	-4.8	0.3
COc1ccc(NC(=O)c2cccnc2)cc1	10.7	1.6	-3.9	0.1	86.7	7.1	1.9	5.3	-1.4
COC(=O)CC(NC(=O)c1cccs1)c1ccc(OC)c(OC)c1 (configuration not stated)	8.9	2.4	4.5	0.0	109.7	-6.6	11.4	0.6	0.6
Cc1c(C#N)c(O)n(CCO)c(=O)c1N=Nc1ccc2c(c1)COC2=O	-3.4	-2.3	0.3	0.0	116.1	-2.8	-0.8	-8.3	3.5
CCc1ccc(NC(=O)CSc2nnc(-c3cnccn3)n2C)cc1	1.5	5.3	-0.6	0.6	115.2	2.3	11.0	-3.2	-1.3
CC1CCCN(Cc2nc3c(c(=O)n(C)c(=O)n3C)n2CCCc2ccccc2)C1 (configuration not stated)	-2.4	-3.0	3.4	0.0	96.7	-3.5	-1.5	-0.7	-0.1
Cc1sc2ncnc(N3CCC(C(=O)N(C)CC(=O)Nc4ccccc4Cl)CC3)c2c1C	-8.5	0.4	0.1	0.1	101.6	-0.3	-0.7	-5.7	2.8
CN(Cc1ccccc1)C(=O)CSc1n[nH]c(N)n1	7.1	-5.8	4.0	-0.1	118.5	0.8	1.4	-6.4	4.0
Cc1c(-c2ccccc2)oc2c(C(=O)N3CCN(c4ccc([N+](=O)[O-])cc4)CC3)cccc2c1=O	0.3	0.1	-2.4	-0.2	104.6	-5.3	-8.9	-5.5	0.4
Cc1ccc(NS(=O)(=O)c2ccc(C(C)(C)C)cc2)cn1	6.0	4.8	1.9	-0.1	100.8	-9.2	3.5	7.8	0.3
Cc1nn(-c2cccc([N+](=O)[O-])c2)c(N)c1-c1ccccc1	0.3	5.4	-1.1	0.1	102.7	-6.5	-1.7	8.7	0.6
O=C(CSc1nnc(CNC(=O)c2c(F)cccc2Cl)o1)Nc1ccccc1	-5.8	-0.7	-0.5	0.1	113.8	20.3	-8.8	2.9	-0.4
Cc1ccc(CN(C(=O)c2ccco2)C2CCS(=O)(=O)C2)cc1 (configuration not stated)	3.5	5.4	-1.6	0.2	92.3	-4.1	0.1	2.4	-0.9
N#Cc1cc([N+](=O)[O-])ccc1N1CCCC1	0.4	0.2	-7.3	0.5	113.8	-5.4	6.3	2.3	0.5
COCCCNC(=O)c1cc(Sc2ccc(F)cc2)nc2ccccc12	6.2	2.0	4.8	0.3	103.3	-6.3	2.6	3.5	-3.2
O=C(NC1CCN(Cc2ccccc2)CC1)c1ccc(CS(=O)c2ccc(F)cc2)o1 (configuration not stated)	4.4	4.5	1.3	0.0	83.8	9.8	5.7	4.1	3.7
O=C(NCCCn1ccnc1)c1nn2c(C(F)(F)F)cc(-c3ccccc3)nc2c1Cl	-4.0	2.5	-6.6	0.2	98.3	-1.6	-18.1	6.6	-2.7
O=C(Nc1cccc2cccnc12)c1cc(F)c(F)cc1Cl	7.4	4.8	-0.2	0.3	100.2	2.0	-3.8	3.9	-1.0
O=C(COc1ccccc1)OCC(=O)N1CCCc2ccccc21	1.3	2.6	2.5	0.0	103.5	-17.1	-11.1	2.3	0.9
CCOc1ccc(OCCC(=O)N2CCc3cc(OC)c(OC)cc3C2)cc1	-9.8	1.0	4.8	0.0	91.0	9.5	-7.7	8.3	-2.0
C=CCNC(=O)C1CCN(c2nc(C)cc(-c3ccccc3)n2)CC1	0.3	4.0	2.2	0.1	121.4	3.9	-2.5	5.5	-0.3
COc1ccccc1CC(=O)NC1CCC(C)CC1 (configuration not stated)	8.0	3.7	-1.3	0.0	97.4	10.6	3.7	-2.6	0.6
O=c1c(Cl)c(N2CCOCC2)cnn1-c1nc2ccccc2[nH]1	1.2	8.7	7.3	-0.1	93.4	-6.4	4.5	11.7	0.5
O=C(c1ccccc1)c1ccc(Sc2ccc([N+](=O)[O-])cc2)cc1	-4.9	0.3	7.3	-0.1	83.0	6.4	5.3	1.7	-2.7

Rows are unselected (roughly 2.3% active in at least one column).
